High-throughput results from PubChem BioAssay.
ERK EGF inh – inhibitors of EGF-stimulated ERK signaling pathway | hit rate 0.41% among 130,000 | HEK293-V1b, EGF-stimulated phospho-ERK AlphaScreen | Potency, µM (top dose mostly 11.5 µM), without a hit: at the top dose activity change, negative = inhibition, actives largely listed as inhibitors; active = well fitted inhibition curve with a large enough effect; inconclusive = small, poorly fitted or top-dose-only effect, or effect the other way;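 note: plate controls were stimulated vehicle wells for no effect and unstimulated vehicle basal for full effect; nearly all actives have a fitted effect of over 55% in size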
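Compounds are titrated over HEK293-V1b cells kept overnight in 1% FBS. After 30 min at 37C, EGF (25 nM final) triggers ERK phosphorylation for 5 min, measured by AlphaScreen in lysates.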
Numbers without * were called inactive; ? = inconclusive; & = joins results of further samples; [ ] = another dose, or the depositor's remark. Potency is the fitted concentration of half-maximal effect. This is a subset; the hit share may differ from the screen's.

Cc1ccc(Nc2nc(COC(=O)C3CC3)cs2)cc1
- ERK EGF inh: -7%

Cn1c(=O)[nH]c2ncn(C)c2c1=O
- ERK EGF inh: 11%&1%

O=C(c1ccc2ccccc2c1)C1CCCN(C(=O)CCn2cnnn2)C1 (configuration not stated)
- ERK EGF inh: 5%

CCC(=O)N1CCN(c2ccc(NC(=O)c3ccc4c(c3)OCCO4)cc2)CC1
- ERK EGF inh: 0%

O=C(c1cnccn1)N1CCC2(CC1)CN(Cc1cc(C(F)(F)F)cc(C(F)(F)F)c1)C2
- ERK EGF inh: -8%

COc1cc([N+](=O)[O-])c(C(=O)N2CCOCC2)c([N+](=O)[O-])c1
- ERK EGF inh: 8%

CC(=O)NC1=NC(=O)/C(=C/c2cn(C(C)=O)nc2-c2ccccc2)S1
- ERK EGF inh: 2%

COC(=O)N1CCC2(CC1)CN(C(c1ccccc1)c1ccccc1)C2
- ERK EGF inh: 2%

COc1ccccc1CN1C[C@@H]2C[C@@H](c3ccccc3C)N3CCC[C@@]23C1=O
- ERK EGF inh: -8%

CCOc1ccccc1NC(=O)c1c(NC(=O)CCC(=O)O)sc2c1CCCCC2
- ERK EGF inh: -2%

Cc1cc(NNC(=O)c2cccc(C(F)(F)F)c2)nc2c1c(C)nn2C
- ERK EGF inh: 4%[57.5 µM]

CCCC(=O)Nc1ccccc1NC(=O)c1ccc(OCC)cc1
- ERK EGF inh: -5%

CCN(CC)S(=O)(=O)c1ccc(-c2nnc(SCC(=O)Nc3ccc(OC)cc3)o2)cc1
- ERK EGF inh: 6%

O=C(c1ccc(N2CCCCCC2)c([N+](=O)[O-])c1)N1CCc2ccccc21
- ERK EGF inh: 3%

COc1ccc(C(C)(C)C)cc1NC(=O)COC(=O)c1ncc(Cl)c(Cl)c1Cl
- ERK EGF inh: 7%

CC(CCc1ccccc1)NC(=O)c1ccc(NC(=O)c2ccc(Cl)cc2Cl)cc1 (configuration not stated)
- ERK EGF inh: -7%

CCOC(=O)c1cc(C#N)c(N2CCN(c3ccccn3)CC2)nc1-c1ccccc1
- ERK EGF inh: -4%

O=[N+]([O-])c1ccccc1-c1nc(-c2ccc(Br)o2)no1
- ERK EGF inh: 0%

CC1CC[C@@]2(OC1)OC1CC3C4CC[C@H]5CC(O)CC[C@@]5(C)C4CC[C@]3(C)C1C2C (some centres not stated)
- ERK EGF inh: 16%

O=C(NCc1cc(C(F)(F)F)cc(C(F)(F)F)c1)C1CC(c2cccc(F)c2)=NO1 (configuration not stated)
- ERK EGF inh: -4%[57.5 µM]

Cc1ccc(/C=C2\SC(=S)N(CCCC(=O)NNC(=O)c3ccccc3O)C2=O)cc1
- ERK EGF inh: 3%[57.5 µM]

CC1=C(C(=O)O)N2C(=O)C(NC(=O)C(N)C3=CCC=CC3)C2SC1 (configuration not stated)
- ERK EGF inh: -3%

CN1CCN(C(=O)C(N)Cc2ccccc2)CC1 (configuration not stated)
- ERK EGF inh: 6%

C[C@@H]1C[C@H](OC(=O)[C@@H](O)c2ccccc2)CC(C)(C)N1C
- ERK EGF inh: 4%[25.7 µM]

Cc1csc2ncnc(N3CCN(C(=S)Nc4ccc(F)cc4F)CC3)c12
- ERK EGF inh: -8%[57.5 µM]

In the list so far, three contain two or more sulfur atoms:
CCN(CC)S(=O)(=O)c1ccc(-c2nnc(SCC(=O)Nc3ccc(OC)cc3)o2)cc1
- ERK EGF inh: 6%

Cc1ccc(/C=C2\SC(=S)N(CCCC(=O)NNC(=O)c3ccccc3O)C2=O)cc1
- ERK EGF inh: 3%[57.5 µM]

Cc1csc2ncnc(N3CCN(C(=S)Nc4ccc(F)cc4F)CC3)c12
- ERK EGF inh: -8%[57.5 µM]

(continued)
COc1ccc2c(c1)/C(=N/N1C(=O)c3ccccc3C1=O)C(=O)N2
- ERK EGF inh: 1%

Cc1ccccc1NC(=O)NC1CCCCC1C (configuration not stated)
- ERK EGF inh: 0%[57.5 µM]

NNC(=O)c1cc2cc(OC(F)(F)F)ccc2[nH]1
- ERK EGF inh: -9%[57.5 µM]

O=C(COc1ccc(Br)cc1)Nc1nnc(-c2cccnc2)s1
- ERK EGF inh: -13%[57.5 µM]

CCOC(=O)CNC(=O)CSc1nnc(C)c(=O)[nH]1
- ERK EGF inh: 0%

Cc1ccc(Nc2nc(N)c([N+](=O)[O-])c(NCCO)n2)cc1
- ERK EGF inh: 1%[57.5 µM]

Cc1ccc(CC(=O)Nc2ccc(F)c([N+](=O)[O-])c2)cc1
- ERK EGF inh: -2%

COC(=O)c1ccc(-c2noc(CN(Cc3nccn3C)C(C)C)n2)cc1
- ERK EGF inh: 6%

CC1=[N+](C)c2c(ccc3cccnc23)C1(C)C
- ERK EGF inh: -6%

CCOC(=O)C(=N/O)/C(C)=N/NC(=O)C(=O)Nc1cc(Cl)ccc1Cl
- ERK EGF inh: 5%[57.5 µM]

CCCc1cc(=O)oc2cc(OCC(=O)NCc3cccs3)ccc12
- ERK EGF inh: -3%

N#C/C(=C\c1cccnc1)C(=O)Nc1cccc(Cl)c1
- ERK EGF inh: 4%

c1ccc2cc(CNCc3cccc4ccccc34)ccc2c1
- ERK EGF inh: ?

C/C(=N\NC(=O)c1ccco1)c1cc2ccccc2o1
- ERK EGF inh: 2%

C#CCCCCCCCCCCCc1ccco1
- ERK EGF inh: 28%

S=c1[nH]c(-c2ccccc2)cn1/N=C/c1cccs1
- ERK EGF inh: -1%[57.5 µM]

CCn1c(CNc2ccc(Cl)cc2)nnc1SCc1ccc(Cl)cc1
- ERK EGF inh: ?

CCOC(=O)c1c(C)[nH]c(C(=O)COC(=O)COc2ccccc2C=O)c1C
- ERK EGF inh: 1%

CS(=O)(=O)c1ccc2nc(NC(=O)Nc3ccc(Cl)cc3)sc2c1
- ERK EGF inh: 5%

COc1ccc(-c2cc(C(F)F)n3ncc(C(=O)Nc4c(C)n(C)n(-c5ccccc5)c4=O)c3n2)cc1
- ERK EGF inh: 6%

COC(C[C@H]1O[C@@H]1[C@@H](O)COCc1ccccc1)OC
- ERK EGF inh: 1%[57.5 µM]

Cn1ccc2c([N+](=O)[O-])cccc2c1=O
- ERK EGF inh: -2%

CCCn1c(SCc2nc3ccccc3s2)n[nH]c1=O
- ERK EGF inh: 8%

CC(Cl)c1cc(-c2ncc(C(F)(F)F)cc2Cl)no1 (configuration not stated)
- ERK EGF inh: 6%

Cn1cc(Br)c(C(=O)NC(=S)N2CCN(c3ccccn3)CC2)n1
- ERK EGF inh: -9%

CCOc1cc(/C=C2\N=C3CCCCCN3C2=O)ccc1O
- ERK EGF inh: 6%

COc1ccc(OC)c(C2C(C(C)=O)=C(O)C(=O)N2CCc2ccc(OC)c(OC)c2)c1 (configuration not stated)
- ERK EGF inh: 3%

COc1cccc(CN(C)C(=O)c2cc(COc3ccc4ncccc4c3)on2)c1
- ERK EGF inh: ?

NC(=O)c1ccc(NC(=O)CN2CCN(c3ccc(Cl)cc3)CC2)cc1
- ERK EGF inh: 0%

CCN(CC)CCNc1nc2nonc2nc1NCCN(CC)CC
- ERK EGF inh: 5%[57.5 µM]

Cc1ccc(Cn2nnc(C(=O)Nc3cc(C)ccc3C)c2N)cc1
- ERK EGF inh: 3%

Fc1ccc(OCc2nc3ccccc3s2)cc1
- ERK EGF inh: -2%

O=C1CC(NNc2nc3ccccc3s2)C(=O)N1c1ccc(F)cc1 (configuration not stated)
- ERK EGF inh: 13%[57.5 µM]

Cc1ccc(S(=O)(=O)NCCNC(=O)c2nonc2N)cc1
- ERK EGF inh: -3%

O=C1N=C(N2CCOCC2)S/C1=C\c1ccc(OS(=O)(=O)c2ccccc2)cc1
- ERK EGF inh: -6%

COC(=O)/C(=N/Nc1ccc(C)cc1)N1CCCc2ccccc21
- ERK EGF inh: 4%

N#C/C(=C(/O)COC(=O)c1ccc(O)cc1)c1nc2ccccc2[nH]1
- ERK EGF inh: 7%[57.5 µM]

CC(C)(C)c1ccc(C(=O)N2CCC(C(=O)NCc3ccco3)CC2)cc1
- ERK EGF inh: 0%

O=C(O)CSC(=S)N1CCCCC1
- ERK EGF inh: 9%

CCc1ccc(/C=N/n2c(C)cc(C)c(C#N)c2=O)cc1
- ERK EGF inh: 23%

CCN(CC)CC(=O)Nc1ccc(/C(C)=N/NC2=NCCN2)cc1
- ERK EGF inh: -6%

CCc1ccc2nc(SCC(=O)Nc3nnc(C)s3)c(C)cc2c1
- ERK EGF inh: 3%

CSc1nc2ccc(NC(=O)c3ccc(F)c(F)c3)cc2s1
- ERK EGF inh: 0%

COc1ccc(/C(C)=N/OCC(=O)Nc2nc3ccccc3s2)cc1OC
- ERK EGF inh: 12%

COC(=O)CCCCCCCC(=O)Nc1nnc(C(F)(F)F)s1
- ERK EGF inh: -6%[57.5 µM]

O=C1N=C(N2CCN(Cc3ccccc3)CC2)S/C1=C/c1cccs1
- ERK EGF inh: 2%[57.5 µM]

Cc1cc(N)n(-c2ccc(S(=O)(=O)c3ccc(C(C)C)cc3)cc2)n1
- ERK EGF inh: 3%

Cc1cc(-c2nc(C)c(-c3nnc(SCC(=O)Nc4ccccc4)n3C)s2)no1
- ERK EGF inh: -2%[57.5 µM]

Cc1ccc(C(=O)Nc2ccccc2C(=O)O)cc1S(=O)(=O)NCc1ccccc1
- ERK EGF inh: 9%

O=C(NC1C2CC3CC(C2)CC1C3)c1ccc(N2CCNCC2)c([N+](=O)[O-])c1 (configuration not stated)
- ERK EGF inh: -5%[57.5 µM]

Cc1ccc(C(=O)CNc2ccc(C)c(Cl)c2)cc1
- ERK EGF inh: 7%

C[N+]1(C)CC2=Cc3ccccc3CC2C1 (configuration not stated)
- ERK EGF inh: 10%

CN1CCN(c2ccc(S(=O)(=O)Nc3ccccc3)cc2[N+](=O)[O-])CC1
- ERK EGF inh: -5%

Cc1ccc(-c2nc(C#N)c(NCC3CCCO3)o2)cc1 (configuration not stated)
- ERK EGF inh: 8%

O=C(C(=O)N1CCc2ccccc2C1)c1cn(CC(=O)N2CCCCC2)c2ccccc12
- ERK EGF inh: 8%

Clc1ccc(CC[C@H](Cn2ccnc2)Sc2c(Cl)cccc2Cl)cc1
- ERK EGF inh: -14%[25.7 µM]

COC(=O)c1cc(CSC(=N)N)ccc1OCCC(C)C
- ERK EGF inh: -14%[57.5 µM]

COc1cc(NC(=O)CSc2nnc3c(C)cc4cc(C)cc(C)c4n23)c(C(=O)O)cc1OC
- ERK EGF inh: -3%

O=C(CCNC(=O)c1ccccc1)OCC(=O)c1ccccc1
- ERK EGF inh: -4%

COc1cccc(OC)c1OCCCOc1ccc([N+](=O)[O-])cc1Cl
- ERK EGF inh: -1%

Cn1c(=O)[nH]c(Nc2ccc(F)cc2)c([N+](=O)[O-])c1=O
- ERK EGF inh: 7%

Cn1c(SCC(=O)Nc2ccc(F)cc2)nc2c([nH]c3ccccc32)c1=O
- ERK EGF inh: -6%

Cc1cccc(C(=O)NNC(=O)c2ccccc2-n2cccc2)c1
- ERK EGF inh: -2%

CCNC(=O)C(=O)Nc1ccc(OC)c(Cl)c1
- ERK EGF inh: 5%

COCCNC(=O)CSCc1cc(C)cc(C)c1
- ERK EGF inh: -10%

COc1ccccc1NC(=S)N1CCn2cccc2C1c1cccnc1 (configuration not stated)
- ERK EGF inh: -2%

CCNc1nnc(CSc2nc3ccccc3s2)s1
- ERK EGF inh: 5%

O=C(Nc1ccccc1Br)c1ccccc1-c1ccccc1
- ERK EGF inh: -7%

CSc1ccc(/C=N/Nc2nc(C)cc(C)n2)cc1
- ERK EGF inh: -2%

COc1ccc(CNC(=O)c2ccccc2NS(C)(=O)=O)cc1
- ERK EGF inh: -6%

O=C(c1ccccc1)c1cc([N+](=O)[O-])ccc1N1CCOCC1
- ERK EGF inh: 2%

CCc1ccc(N(C(=O)c2snc(C(N)=O)c2N)C(C(=O)NCC2CCCO2)c2cccs2)cc1 (configuration not stated)
- ERK EGF inh: 16%

COc1ccc(/C=N/Nc2ncc(-c3ccccc3)cn2)c(OC)c1
- ERK EGF inh: 9%

Cc1ccccc1-c1nnc2c3ccccc3c(C)nn12
- ERK EGF inh: -1%

Cn1cnc([N+](=O)[O-])c1Sc1nnc(-c2cccnc2)n1C
- ERK EGF inh: 5%[57.5 µM]

Retrieved one by one from above:
Cc1ccccc1NC(=O)NC1CCCCC1C (configuration not stated)
- ERK EGF inh: 0%[57.5 µM]

Cc1ccc(C(=O)Nc2ccccc2C(=O)O)cc1S(=O)(=O)NCc1ccccc1
- ERK EGF inh: 9%

COc1cccc(OC)c1OCCCOc1ccc([N+](=O)[O-])cc1Cl
- ERK EGF inh: -1%

Cc1ccc(C(=O)CNc2ccc(C)c(Cl)c2)cc1
- ERK EGF inh: 7%

CN1CCN(c2ccc(S(=O)(=O)Nc3ccccc3)cc2[N+](=O)[O-])CC1
- ERK EGF inh: -5%

C/C(=N\NC(=O)c1ccco1)c1cc2ccccc2o1
- ERK EGF inh: 2%

S=c1[nH]c(-c2ccccc2)cn1/N=C/c1cccs1
- ERK EGF inh: -1%[57.5 µM]

New compounds follow.
CO[C@H]1OC[C@@]2(C)[C@@H]3C4=C(CN2C(=O)OC(C)(C)C)[C@H](C)[C@H](CO)[C@H](CO)[C@H]4CC[C@H]13
- ERK EGF inh: -5%

CCCCCC(=O)NC(=S)Nc1ccc2oc(=O)ccc2c1
- ERK EGF inh: -5%

O=Nc1c(O)n(Cc2c(Cl)cccc2Cl)c2ccccc12
- ERK EGF inh: ?

COc1ccc(CNc2ncccn2)cc1OC
- ERK EGF inh: -5%
